Ba/F3 V617F tox: reduce viability of Ba/F3 cells dependent on JAK2V617F; Ba/F3 EpoR-JAK2V617F viability, ATP luminescence; AID 1446; inhibition, % at 5.6 µM; 220,000 tested, 1.1% active;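 active means inhibition above the campaign mean plus 3 SD over all tested compounds, cut at about 24% in these data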;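 further: cytokine-independent growth of Ba/F3 cells driven by EpoR plus mutant JAK2; 0% = DMSO-treated cells and 100% = JAK inhibitor I control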
Wee1 degr inh: human Wee1 degradation inhibition, primary screen; P30291; HeLa Luc-Wee1K328M stability, luciferase luminescence; 100% = proteasome inhibitor MG132 effect; reporter increase, % at 5 µM; 220,000 tested, 1.2% active; AID 1321;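 active means activation above the mean of all tested compounds plus 3 SD, set per screening run, cut at about 8.8% in these data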;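 further: cells exposed to compound for 20 h before luminescence read; 0% = DMSO alone and 100% = MG132 at 30 µM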
Target sequence (P30291 whole entry K328M): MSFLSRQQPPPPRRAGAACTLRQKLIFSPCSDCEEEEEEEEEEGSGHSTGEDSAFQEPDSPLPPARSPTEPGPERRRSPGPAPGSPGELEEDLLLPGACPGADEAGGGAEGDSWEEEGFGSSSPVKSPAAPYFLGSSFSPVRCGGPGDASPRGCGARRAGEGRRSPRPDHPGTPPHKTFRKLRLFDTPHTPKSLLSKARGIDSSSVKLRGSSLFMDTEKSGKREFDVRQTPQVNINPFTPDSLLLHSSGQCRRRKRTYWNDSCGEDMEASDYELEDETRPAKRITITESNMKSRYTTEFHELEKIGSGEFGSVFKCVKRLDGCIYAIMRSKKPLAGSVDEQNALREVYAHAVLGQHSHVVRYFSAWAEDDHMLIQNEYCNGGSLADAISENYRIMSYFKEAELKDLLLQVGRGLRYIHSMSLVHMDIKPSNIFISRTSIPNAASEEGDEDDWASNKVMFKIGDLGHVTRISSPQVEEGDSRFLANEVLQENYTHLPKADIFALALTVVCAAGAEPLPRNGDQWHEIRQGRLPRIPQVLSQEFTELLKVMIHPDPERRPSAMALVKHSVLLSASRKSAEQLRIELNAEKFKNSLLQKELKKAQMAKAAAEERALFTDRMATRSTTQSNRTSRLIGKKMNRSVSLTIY
PERK inh: inhibitors of human PERK kinase; inhibition, % at 5.6 µM; CHO PERK-DD fusion, SEAP luminescence translation reporter; 220,000 tested, 0.17% active; Q9NZJ5;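 active means inhibition above the mean inhibition of all tested compounds plus 3 SD, set separately per screening campaign, cut at about 2.9% in these data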;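 further: PERK kinase domain activated by AP20187 dimerizer at 100 nM; 0% = DMSO with dimerizer and 100% = rapamycin at 8.4 µM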
S1P4 antag: antagonists of human S1P4 receptor. O95977. 220,000 tested, 0.26% active. inhibition, % at 4.98 µM. AID 1510. S1P4-expressing cells, antagonist mode, reporter read-out; in the data active means inhibition above about 29%;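 further: 0% = wells stimulated with agonist and 100% = vehicle wells without agonist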
MDM2 E3 inh: blocks human Mdm2 ubiquitin ligase activity. Q00987. signal enhancement, % at 5 µM. 210,000 tested, 0.11% active. cell-based MDM2 ubiquitination luciferase reporter, 2 h; 0 = plate control, 100 = twice control, blank-subtracted. AID 1230;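 active means signal enhancement of 30% or more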;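 further: luminescence tracks abundance of the self-degrading MDM2-luciferase fusion protein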
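Material: stable MDM2–luciferase fusion reporter cells / Quantity: 2000 cells/well / Dosing: single 5 µM compound dose, 0.2% final DMSO / Buffer or medium: DMEM / Schedule: 4 h cell settling then 2 h compound exposure, 37 °C / Detection: luminescence with SteadyLite reagent, 15 min at room temperature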
NPY2 pot ag: human NPY-Y2 potentiation or agonism, primary screen. P49146. cells expressing NPY-Y2, potentiator/agonist read-out. activation, % at 3.6 µM. 220,000 tested, 0.45% active. AID 1359; in the data active means activation above about 27%;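 further: cells stimulated with NPY near EC25 plus isoproterenol at EC100; 0% = vehicle plus submaximal agonist and 100% = vehicle plus saturating agonist; some results beyond the cut were filed as inactive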
Target sequence (P49146 whole entry, looked up): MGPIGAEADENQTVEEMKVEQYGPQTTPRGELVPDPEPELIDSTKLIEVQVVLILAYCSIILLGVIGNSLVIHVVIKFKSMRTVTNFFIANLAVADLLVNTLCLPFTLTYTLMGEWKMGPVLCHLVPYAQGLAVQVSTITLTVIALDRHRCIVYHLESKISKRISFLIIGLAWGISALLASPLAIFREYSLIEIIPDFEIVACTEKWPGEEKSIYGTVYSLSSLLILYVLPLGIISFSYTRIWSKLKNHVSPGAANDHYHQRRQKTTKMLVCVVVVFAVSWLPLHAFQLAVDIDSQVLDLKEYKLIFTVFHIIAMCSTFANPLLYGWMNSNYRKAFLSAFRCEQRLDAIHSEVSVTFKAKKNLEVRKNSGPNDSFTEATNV
BaF3 tox: parental Ba/F3 viability inhibition as JAK2V617F counter-screen; 220,000 tested, 1.1% active; CellTiter-Glo ATP luminescence; inhibition, % at 5.6 µM;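 active means inhibition above a per-campaign cutoff, the mean inhibition of all tested compounds plus 3 SD, cut at about 27% in these data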;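 further: 0% = DMSO wells and 100% = JAK Inhibitor I control wells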
eIF4E-4G inh: eIF4E/eIF4G interaction inhibition in translation initiation | P63073+Q04637 | TR-FRET eIF4E-eIF4GI(517-606) binding, 2 h | inhibition, % at 21.7 µM | 220,000 tested, 0.37% active;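 active means inhibition above about 30%, limit read from the data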;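 further: 0% = full FRET control wells and 100% = background wells lacking eIF4GI fragment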
S1P4 ag: human S1P4 receptor agonism | AID 1509 | S1P4-expressing cell line, agonist reporter assay | 220,000 tested, 0.35% active | O95977 | activation, % at 4.98 µM; in the data active means activation above about 11%;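 further: 0% = DMSO vehicle and 100% = reference agonist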
The depositor's hits bear a star; [ ] = dose if it differs, or a comment.

Preview:
Screening COc1ccc(C(=O)/C=C/c2cccs2)c(OC(=O)c2cccc([N+](=O)[O-])c2)c1 returned Ba/F3 V617F tox 0, Wee1 degr inh 0, PERK inh 1.3, S1P4 antag 7, MDM2 E3 inh -4, NPY2 pot ag -21, BaF3 tox 0, eIF4E-4G inh 0 and S1P4 ag 1.2.
CCCCC(=O)Nc1ccc(C(=O)Nc2nnc(COC)s2)cc1 was read as Ba/F3 V617F tox -1, Wee1 degr inh 1, PERK inh 0.8, S1P4 antag 1, MDM2 E3 inh -3, NPY2 pot ag -9, BaF3 tox 7, eIF4E-4G inh 7 and S1P4 ag 0.4.
`COC(=O)c1ccccc1NC(=O)Nc1ccc(Cl)cn1` gave Ba/F3 V617F tox 1, Wee1 degr inh 1, PERK inh 1.2, S1P4 antag 2, MDM2 E3 inh -12, NPY2 pot ag 0, BaF3 tox 5, eIF4E-4G inh -5 and S1P4 ag 0.7.

The list itself, previewed entries included:
Screening COc1ccc(C(=O)/C=C/c2cccs2)c(OC(=O)c2cccc([N+](=O)[O-])c2)c1 returned Ba/F3 V617F tox 0, Wee1 degr inh 0, PERK inh 1.3, S1P4 antag 7, MDM2 E3 inh -4, NPY2 pot ag -21, BaF3 tox 0, eIF4E-4G inh 0 and S1P4 ag 1.2.
CCCCC(=O)Nc1ccc(C(=O)Nc2nnc(COC)s2)cc1 was read as Ba/F3 V617F tox -1, Wee1 degr inh 1, PERK inh 0.8, S1P4 antag 1, MDM2 E3 inh -3, NPY2 pot ag -9, BaF3 tox 7, eIF4E-4G inh 7 and S1P4 ag 0.4.
`COC(=O)c1ccccc1NC(=O)Nc1ccc(Cl)cn1` gave Ba/F3 V617F tox 1, Wee1 degr inh 1, PERK inh 1.2, S1P4 antag 2, MDM2 E3 inh -12, NPY2 pot ag 0, BaF3 tox 5, eIF4E-4G inh -5 and S1P4 ag 0.7.
COCc1nc2ccccc2n1Cc1ccccc1Br was read as Ba/F3 V617F tox -1, Wee1 degr inh -1, PERK inh -0.4, S1P4 antag 19, MDM2 E3 inh -3, NPY2 pot ag 0, BaF3 tox 1, eIF4E-4G inh -13 and S1P4 ag 1.1.
CC(=NCCc1ccccc1)C1=C(O)CSC1=O was read as Ba/F3 V617F tox -1, Wee1 degr inh 3, PERK inh -0.9, S1P4 antag -13, MDM2 E3 inh -13, NPY2 pot ag 5, BaF3 tox 3, eIF4E-4G inh -7 and S1P4 ag 2.9.
CC(C)c1onc(C(=O)N2C(C)CCCC2C)c1[N+](=O)[O-] (stereo not drawn) was read as Ba/F3 V617F tox 3, Wee1 degr inh -1, PERK inh 0.7, S1P4 antag -17, MDM2 E3 inh -3, NPY2 pot ag -4, BaF3 tox -1, eIF4E-4G inh -15 and S1P4 ag 0.3.
Screening COc1ccc(CCNC(=O)CSCc2ccc(F)cc2)cc1OC returned Ba/F3 V617F tox 0, Wee1 degr inh -1, PERK inh 0.1, S1P4 antag 1, MDM2 E3 inh -11, NPY2 pot ag 17, BaF3 tox 6, eIF4E-4G inh -1[fluorescence artefact?] and S1P4 ag 1.0.
For CCCOc1ccc(-c2nc(=S)[nH][nH]2)cc1 the results were Ba/F3 V617F tox 0, Wee1 degr inh 2, PERK inh -0.2, S1P4 antag 3, MDM2 E3 inh -11, NPY2 pot ag 17, BaF3 tox 4, eIF4E-4G inh 3 and S1P4 ag 0.2.
`CCOc1ccc2nc(COC(=O)c3cccs3)c(C(C)=O)[n+]([O-])c2c1` gave Ba/F3 V617F tox -4, Wee1 degr inh 1, PERK inh 1.2, S1P4 antag -17, MDM2 E3 inh -37, NPY2 pot ag -24, BaF3 tox -4, eIF4E-4G inh -1 and S1P4 ag -0.7.
`FC(F)(F)c1cc(-c2ccccn2)nc2cc(-c3ccccc3)nn12` gave Ba/F3 V617F tox -7, Wee1 degr inh 0, PERK inh 1.6, S1P4 antag -7, MDM2 E3 inh -17, NPY2 pot ag -4, BaF3 tox 6, eIF4E-4G inh 7 and S1P4 ag 1.2.
For COc1ccccc1NC(=O)N1CCN(c2ccccn2)CC1 the results were Ba/F3 V617F tox -1, Wee1 degr inh 7, PERK inh 0.8, S1P4 antag -1, MDM2 E3 inh -23, NPY2 pot ag 1, BaF3 tox 3, eIF4E-4G inh 2 and S1P4 ag 1.6.
For O=C(Cc1cccc2ccccc12)N/N=C/c1ccc(Sc2nc3ccccc3s2)o1 the results were Ba/F3 V617F tox 1, Wee1 degr inh 1, PERK inh -0.5, S1P4 antag 1, MDM2 E3 inh -3, NPY2 pot ag 16, BaF3 tox 8, eIF4E-4G inh -8 and S1P4 ag 2.4.
For CCOC(=O)NC(=O)/C(C#N)=C\Nc1sccc1C(=O)OC the results were Ba/F3 V617F tox 4, Wee1 degr inh -1, PERK inh 0.4, S1P4 antag -12, MDM2 E3 inh -8, NPY2 pot ag -12, BaF3 tox 7, eIF4E-4G inh 3 and S1P4 ag 0.6.
`CCOc1cc(/C=N/O)cc(Br)c1OCC` gave Ba/F3 V617F tox -5, Wee1 degr inh -1, PERK inh 1.2, S1P4 antag -13, MDM2 E3 inh 2, NPY2 pot ag -2, BaF3 tox 1, eIF4E-4G inh 2 and S1P4 ag 2.2.
Screening Cc1nnc(NCCc2ccccc2)n(N)c1=O returned Ba/F3 V617F tox -1, Wee1 degr inh -1, PERK inh 0.5, S1P4 antag -5, MDM2 E3 inh -7, NPY2 pot ag -2, BaF3 tox 2, eIF4E-4G inh -2 and S1P4 ag 1.4.

Nothing new here: entries from further up.
For CCOC(=O)NC(=O)/C(C#N)=C\Nc1sccc1C(=O)OC the results were Ba/F3 V617F tox 4, Wee1 degr inh -1, PERK inh 0.4, S1P4 antag -12, MDM2 E3 inh -8, NPY2 pot ag -12, BaF3 tox 7, eIF4E-4G inh 3 and S1P4 ag 0.6.
`CCOc1cc(/C=N/O)cc(Br)c1OCC` gave Ba/F3 V617F tox -5, Wee1 degr inh -1, PERK inh 1.2, S1P4 antag -13, MDM2 E3 inh 2, NPY2 pot ag -2, BaF3 tox 1, eIF4E-4G inh 2 and S1P4 ag 2.2.
Screening Cc1nnc(NCCc2ccccc2)n(N)c1=O returned Ba/F3 V617F tox -1, Wee1 degr inh -1, PERK inh 0.5, S1P4 antag -5, MDM2 E3 inh -7, NPY2 pot ag -2, BaF3 tox 2, eIF4E-4G inh -2 and S1P4 ag 1.4.

Next structures:
CCOC(=O)c1sc2cccc(F)c2c1N was read as Ba/F3 V617F tox 2, Wee1 degr inh 33*, PERK inh 0.1, S1P4 antag -9, MDM2 E3 inh -17, NPY2 pot ag -28, BaF3 tox 3, eIF4E-4G inh -2 and S1P4 ag -0.6.
For COc1ccc(CNC(=S)Nc2ccc3nc(N4CCOCC4)cc(C)c3c2)cc1 the results were Ba/F3 V617F tox 0, Wee1 degr inh 8, PERK inh -0.3, S1P4 antag 2, MDM2 E3 inh 1, NPY2 pot ag 0, BaF3 tox 6, eIF4E-4G inh -4 and S1P4 ag 2.1.
Cc1cccc2nc(CSc3nnnn3-c3ccccc3)cn12 was read as Ba/F3 V617F tox -1, Wee1 degr inh 0, PERK inh -1.6, S1P4 antag -14, MDM2 E3 inh -23, NPY2 pot ag 11, BaF3 tox 1, eIF4E-4G inh -2 and S1P4 ag 2.5.
CC(C)C[C@H](NC(=O)c1nc[nH]c1C(=O)NCCCCCNC(=O)OC(C)(C)C)C(=O)OC(C)(C)C was read as Ba/F3 V617F tox -2, Wee1 degr inh -1, PERK inh -0.4, S1P4 antag 21, NPY2 pot ag 6, BaF3 tox 5, eIF4E-4G inh 8 and S1P4 ag 0.9.
`COc1ccccc1NC(=O)NC(N)=O` gave Ba/F3 V617F tox 4, Wee1 degr inh -1, PERK inh 1.0, S1P4 antag -21, MDM2 E3 inh 2, NPY2 pot ag -3, BaF3 tox 6, eIF4E-4G inh 0[fluorescence artefact?] and S1P4 ag -1.1.
Cc1cc(NC(=O)CCCC(=O)O)nc(C)n1 was read as Ba/F3 V617F tox -1, Wee1 degr inh -2, PERK inh 1.2, S1P4 antag -9, MDM2 E3 inh -20, NPY2 pot ag 4, BaF3 tox 1, eIF4E-4G inh 4 and S1P4 ag 0.6.
Screening C(=N\Nc1nn2cnnc2c2ccccc12)/c1ccco1 returned Ba/F3 V617F tox 3, Wee1 degr inh -5, PERK inh 0.4, S1P4 antag -21, MDM2 E3 inh -8, NPY2 pot ag 1, BaF3 tox 1, eIF4E-4G inh -2 and S1P4 ag 2.5.
CSCC(=O)N1CCCC(C(=O)c2cc(F)ccc2F)C1 (stereo not drawn) was read as Ba/F3 V617F tox 68*, Wee1 degr inh -4, PERK inh 1.7, S1P4 antag -1, MDM2 E3 inh -44, NPY2 pot ag 1, BaF3 tox 4, eIF4E-4G inh -1 and S1P4 ag 2.0.
Screening O=C1c2cccc3cccc(c23)C(=O)N1OS(=O)(=O)c1ccccc1 returned Ba/F3 V617F tox 7, Wee1 degr inh 0, PERK inh -0.2, S1P4 antag -42, MDM2 E3 inh -9, NPY2 pot ag -11, BaF3 tox 2, eIF4E-4G inh -6[fluorescence artefact?] and S1P4 ag -1.4.
O=C(c1ccccc1)N(Cc1cccs1)C1CCS(=O)(=O)C1 (stereo not drawn) was read as Ba/F3 V617F tox -3, Wee1 degr inh -1, PERK inh -0.1, S1P4 antag -16, MDM2 E3 inh 2, NPY2 pot ag -14, BaF3 tox 2, eIF4E-4G inh 3 and S1P4 ag 2.0.
For NC(=O)COC(=O)c1ccc(Oc2ccccc2)cc1 the results were Ba/F3 V617F tox 0, Wee1 degr inh -3, PERK inh 0.6, S1P4 antag 2, MDM2 E3 inh -12, NPY2 pot ag -6, BaF3 tox 3, eIF4E-4G inh 3 and S1P4 ag 0.7.
CCCCCCCOc1ccc(OC(=O)c2cccnc2)cc1 was read as Ba/F3 V617F tox 58*, Wee1 degr inh 0, PERK inh -0.7, S1P4 antag 1, MDM2 E3 inh -19, NPY2 pot ag -16, BaF3 tox 44*, eIF4E-4G inh -4 and S1P4 ag -0.1.
For COc1cc(C(=O)Oc2ccccc2/C=N/NC(=O)c2ccc(C)c(Cl)c2)cc(OC)c1OC the results were Ba/F3 V617F tox -1, Wee1 degr inh -2, PERK inh 0.3, S1P4 antag -16, MDM2 E3 inh -3, NPY2 pot ag -5, BaF3 tox 3, eIF4E-4G inh 2[fluorescence artefact?] and S1P4 ag 2.9.
